Bioassay records: PubChem, National Center for Advancing Translational Sciences (NCATS)
ALOX12 inh: inhibitors of human 12S-lipoxygenase ALOX12; P18054; purified 12hLO, xylenol orange hydroperoxide absorbance; Potency, µM (doses to about 108 µM), inactives show top-dose activity change, negative = inhibition, most hits filed as inhibitors; 1.1% of 580,000 active; note: potency is the fitted concentration of half-maximal effect; % is set by controls: 0 for no effect and ±100 for the full control effect
Target sequence (P18054 whole entry, looked up): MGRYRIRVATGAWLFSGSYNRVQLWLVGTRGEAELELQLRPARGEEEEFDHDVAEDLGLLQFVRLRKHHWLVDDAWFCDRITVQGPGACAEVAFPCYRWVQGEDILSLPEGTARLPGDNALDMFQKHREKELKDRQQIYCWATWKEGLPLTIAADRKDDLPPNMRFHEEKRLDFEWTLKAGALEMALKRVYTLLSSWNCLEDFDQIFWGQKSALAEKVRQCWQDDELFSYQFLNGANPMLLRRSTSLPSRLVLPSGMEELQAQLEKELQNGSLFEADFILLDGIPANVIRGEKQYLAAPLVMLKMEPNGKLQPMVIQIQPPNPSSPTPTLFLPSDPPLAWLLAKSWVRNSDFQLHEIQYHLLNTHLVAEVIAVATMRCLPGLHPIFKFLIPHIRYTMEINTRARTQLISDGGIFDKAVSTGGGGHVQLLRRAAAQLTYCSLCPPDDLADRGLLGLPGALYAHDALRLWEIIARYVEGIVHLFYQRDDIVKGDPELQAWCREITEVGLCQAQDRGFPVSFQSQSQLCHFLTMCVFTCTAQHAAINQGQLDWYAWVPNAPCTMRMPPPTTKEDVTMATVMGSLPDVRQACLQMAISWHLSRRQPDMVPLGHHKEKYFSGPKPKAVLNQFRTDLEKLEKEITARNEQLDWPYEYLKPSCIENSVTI
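Purified human 12hLO at 150 nM in 25 mM Hepes, 0.01% Triton X-100, pH 7.0, preincubated 15 min at room temperature with compound. Reaction started with 40 uM arachidonic acid, 30 min at room temperature. Hydroperoxide measured by Fe-xylenol orange, 573/405 nm absorbance ratio.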
Pol kappa inh: inhibitors of human DNA polymerase kappa | Q9UBT6 | Potency, µM (top dose mostly 107 µM), without a hit: at the highest dose activity, negative = inhibition, actives largely listed as inhibitors | purified Pol kappa, fluorescent DNA synthesis assay, 10 min | AID 588579 | 0.53% of 400,000 active; note: potency is the fitted concentration of half-maximal effect; % is set by controls: 0 for no effect and ±100 for the full control effect
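Pol kappa 10 nM + cpd, 15 min RT; start w/ substrate 50 nM final; fluorescence kinetic read, 0 and 10 min. Neg ctrl: buffer, no enzyme.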
RGS4 inh: inhibitors of human regulator of G protein signaling 4. P49798. Transcreener GDP fluorescence polarization, RGS4-accelerated GTP hydrolysis. Potency, µM (doses to about 114 µM), for the others: at the highest dose activity change, negative = inhibition, most hits filed as inhibitors. 0.039% of 390,000 active; note: potency is the fitted concentration of half-maximal effect; % is set by controls: 0 for no effect and ±100 for the full control effect; nearly all actives have a fitted effect of over 75% in size; some results filed as inactive show a strong effect at the top dose
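MLSMR compounds (23 nl, pin-transferred) preincubated 10 min at room temperature with a 500nM (2x) first reagent, then RGS4 at 900nM (2x) plus Transcreener GDP mix added; fluorescence polarization (620/688 nm) read before and after 90 min at 30 °C.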
Anesthetic bind: binds horse apoferritin like a general anesthetic. AID 485281. 0.074% of 350,000 active. Potency, µM (series often up to 77.5 µM), without a hit: at the top dose activity change, negative = displacement, most hits filed as inhibitors. apoferritin/1-aminoanthracene competitive binding, fluorescence; note: potency is the fitted concentration of half-maximal effect; % is set by controls: 0 for no effect and ±100 for the full control effect; nearly all actives have a fitted effect of over 20% in size
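In PBS, apoferritin at 10 uM is loaded with 1-AMA from a 50% saturated solution. After 10 min of compound exposure at ambient temperature, reduced 535 nm fluorescence indicates probe displacement.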
LDHA block: blocks human lactate dehydrogenase A. purified LDHA, NADH/diaphorase-resazurin fluorescence; active compounds read low. activity change, % (values are at about 110 or 230 µM). 0.15% of 480,000 active. AID 1347041; in the data active = activity change below about -30%; inconclusive = mostly about -25% to -30%;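 note: plate controls were DMSO wells for no effect and wells without enzyme for full effect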
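LDH5 2 nM; NADH 0.06 mM, pyruvate 0.2 mM; 200 mM Tris pH 7.4, EDTA, Tween-20; 5 min RT. Detection: diaphorase 0.133 mg/mL + resazurin 37 µM, fluorescence ex540/em590 at 0 and 20 min; normalized to enzyme-free and DMSO wells.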
ERG-DNA inh: ERG Ets/DNA interaction inhibition | 0.028% of 370,000 active | fluorescence polarization, His-ERG Ets domain / labelled DNA | P11308 | Potency, µM (highest dose often 76.9 µM), inactives show at the highest dose FP activity, negative = inhibition, actives largely listed as inhibitors; active = well fitted inhibition curve with a large enough effect in the polarisation, with a control signal flat; inconclusive = small, poorly fitted or top-dose-only effect, or effect the other way, or a change in a side signal; inactive = no such curve, though single readings can be large or run the other way; the % refers to the polarisation;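 note: polarization taken with two DNA probes labelled with fluorescein and Texas red; potency is the fitted concentration of half-maximal effect; % of control where 0% means no effect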
Target sequence (P11308 whole entry, looked up, the tested form may be a part): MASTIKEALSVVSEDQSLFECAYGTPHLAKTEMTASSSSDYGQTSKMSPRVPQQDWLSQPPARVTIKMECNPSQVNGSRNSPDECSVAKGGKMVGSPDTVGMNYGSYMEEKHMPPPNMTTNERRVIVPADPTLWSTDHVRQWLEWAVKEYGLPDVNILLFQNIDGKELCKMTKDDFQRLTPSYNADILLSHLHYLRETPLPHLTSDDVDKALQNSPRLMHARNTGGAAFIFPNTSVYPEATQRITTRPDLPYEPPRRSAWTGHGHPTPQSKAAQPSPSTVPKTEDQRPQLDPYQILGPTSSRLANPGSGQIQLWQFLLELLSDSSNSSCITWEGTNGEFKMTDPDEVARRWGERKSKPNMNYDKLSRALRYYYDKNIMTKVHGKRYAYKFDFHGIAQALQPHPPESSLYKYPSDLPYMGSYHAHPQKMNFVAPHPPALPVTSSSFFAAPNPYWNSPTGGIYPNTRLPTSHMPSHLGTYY
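His-tagged ERG Ets domain (1 uM in the protein solution; 300mM KCl, 50mM Tris-HCl, 1mM EDTA, 1mM DTT, pH 7.5) received compound, then a probe mix of 5 nM fluorescein-DNA and 100nM Texas-615-DNA. Fluorescence polarization was read for both dyes.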
POLH inh: DNA polymerase eta (human) inhibition; Q9Y253; recombinant Pol eta, fluorescent DNA replication assay; AID 588591; 1.2% of 390,000 active; Potency, µM (highest dose often 114 µM), for inactives: at the top dose activity change, negative = inhibition, hits mostly inhibitors; note: potency is the fitted concentration of half-maximal effect; % is set by controls: 0 for no effect and ±100 for the full control effect
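Fluorescent replication assay: 50 nM final substrate added after a 15 min room-temperature compound preincubation with 10 nM enzyme. Signal taken at 0 min and again at 10 min.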
Pol beta inh: DNA polymerase beta (human) inhibition | 1.3% of 340,000 active | AID 485314 | Potency, µM (doses to about 114 µM), for inactives: top-dose activity change, negative = inhibition, actives largely listed as inhibitors | Pol beta primer extension/strand displacement, fluorescence kinetic; note: potency is the fitted concentration of half-maximal effect; % is set by controls: 0 for no effect and ±100 for the full control effect
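Pol beta (10 nM) was preincubated with compound for 15 min at room temperature. The reaction was then started with 50 nM substrate and read immediately and after a further 10 min at room temperature.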
APE1 inh: blocks human APE1 abasic DNA cleavage; 0.35% of 350,000 active; AID 2517; recombinant APE1, TAMRA/BHQ-2 abasic DNA cleavage fluorescence; Potency, µM (titrated, usually from 65.8 µM), for inactives: top-dose activity change, negative = inhibition, hits mostly inhibitors; P27695;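 note: potency is the fitted concentration of half-maximal effect; plate controls were vehicle for no effect and reference inhibitor for full effect; nearly all actives have a fitted effect of over 55% in size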
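APE1 at 0.75 nM preincubated 15 min at room temperature with compound. Reaction then started with 50 nM double-stranded THF-abasic substrate labelled with TAMRA/BHQ-2, and 525/598 nm fluorescence read kinetically. Activity taken as third-minus-first read difference, normalized to DMSO and NSC13755 controls.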
* hit, by the source's call; i = inactive; ? = inconclusive; nt = no result given; & = joins results of further samples; [ ] = another dose, or the depositor's remark. Unless noted, calls come from the whole dose curve; as a rule, active = well fitted curve in the direction sought with a large enough effect; inconclusive = small, poorly fitted or top-dose-only effect, or another doubt; inactive = no such curve, though single readings can be large; an effect the other way counts as inactive or inconclusive. A portion of the library; count on the stated rates, not on these rows.

Molecule	ALOX12 inh	Pol kappa inh	RGS4 inh	Anesthetic bind	LDHA block	ERG-DNA inh	POLH inh	Pol beta inh	APE1 inh
O=C(CSc1nccc(=O)[nH]1)NN(c1ccccc1)c1ccccc1	-3%	-4%	0%	-8%	-5	-3%	-15%	-1%	-2%
COc1cccc(-c2cc(C(F)(F)F)n3ncc(C(=O)N4CCc5ccccc5C4)c3n2)c1	?	-4%	1%	-10%	-3	-2%	-15%	8%	-1%
CCOC(=O)c1c(-c2ccc(Cl)cc2)c(C#N)c(=O)n(N)c1N	-21%	-19%	-20%	-2%	-7	0%	-15%	-10%	-3%
CC1CCN(C(=O)CN(Cc2ccc(Cl)cc2)S(C)(=O)=O)CC1	0%	-7%	28%	-14%	-5	-4%	-16%	?	-3%
Cc1cc(C)c(S(=O)(=O)c2ccccc2)c(N2CCOCC2)n1	11%	5%	-14%	-2%	-3	2%	-6%	2%	-3%
CCn1c(C(=O)N2CCC(C(=O)NCc3cccs3)CC2)cc2sccc21	-1%	-14%	-6%	-8%	-4	-10%	-13%	19%	-10%
Cc1ccc(NC(=O)C(=O)NCc2ccco2)cc1	-19%	-16%	21%	-1%	-5	-1%	-3%	33%	nt
CCCCNC(=O)CCn1c(=O)c2ccccc2n(Cc2ccccc2C#N)c1=O	-19%	-17%	5%	-2%	-2	-2%	-8%	3%	nt
COc1ccc(/C=C/C(=O)NCCN=C2NS(=O)(=O)c3ccccc32)cc1	-7%	9%	12%	-10%	-4	-16%	-6%	?	-2%
O=C(C1=C[C@@H](C2CCCCC2)C[C@@H](OCCCCO)O1)N1CCN(Cc2ccc3c(c2)OCO3)CC1	0%	-1%	20%	-20%	6	-12%	?	1%	0%
CCn1cc(C(=O)NCCc2ccc(Cl)cc2)c(=O)c2cc(S(=O)(=O)N(C)C)ccc21	0%	-15%	40%	-1%	0	0%	3%	7%	-3%
O=C1C2C3C=CC(C4CC34)C2C(=O)N1/N=C/c1c[nH]c2ccccc12 (stereo not given)	-16%	4%	7%	?	0	-1%	-28%	0%	-6%
CCCCn1cc(S(=O)(=O)c2ccc(C)c(C)c2)c(=O)c2cc(F)c(N(CC)CC)cc21	-1%	-7%	5%	-4%	1	-5%	-21%	0%	nt
COc1ccc(-c2ccc(Nc3ccc(C(=O)N4CCOCC4)cc3)nn2)cc1OC	-13%	-42%	-11%	-9%	-1	2%	-10%	28µM*	-2%
COc1ccc(OC)c(S(=O)(=O)N2c3ccccc3CC2C)c1 (stereo not given)	5%	-6%	6%	0%	-6	-6%	4%	19%	-1%
CCCOc1ccc(/C(O)=C2/C(=O)C(=O)N(CCN(C)C)C2c2ccco2)cc1 (stereo not given)	?	-15%	17%	-1%	4	5%	-4%	0%	0%
O=S(=O)(c1ccc(Br)cc1)c1nc(-c2ccco2)oc1NCC1CCCO1 (stereo not given)	-11%	1%	-26%	-11%	-1	-9%	-15%	?	-1%
COc1ccc(C2CC(=O)CC(=O)C2n2cncn2)cc1 (stereo not given)	-16%	-11%	-7%	-4%	-2	2%	-7%	30%	-3%
Cc1ccc(Sc2ncccc2C(=O)NC2CCCCCC2)cc1C	-9%	-19%	5%	2%	-9	-2%	-22%	-12%	5%
O=C(Nc1ccc2[nH]c(=O)[nH]c2c1)c1cccc([N+](=O)[O-])c1	-59%	-21%	-6%	-4%	-11	3%	-1%	6%	2%
Cc1ccc2nc(COc3cccc(NC(=O)COc4ccc(F)cc4)c3)cc(=O)n2c1	-19%	-11%[60.1 µM]	29%	53%[activator]	-1	0%	-3%	0%	nt
Cc1ccc2nsnc2c1S(=O)(=O)N1CCOCC1	24%	-3%	-20%	-8%	-2	-4%	-4%	17%	29%
CC(C)OC(=O)NS(=O)(=O)c1cccc([N+](=O)[O-])c1	4%	-10%	22%	-1%	-5	-7%	-1%	-23%	-3%
CC(C)CCNC(=O)C(c1ccncc1)N(C(=O)Cn1nnc(-c2ccc(F)cc2)n1)c1ccccc1F (stereo not given)	-11%	-2%	-11%	-8%	-3	2%	-7%	-2%	-4%
O=C(CS(=O)(=O)c1c[nH]c2ccccc12)N1CCCCC1	-8%	-7%	6%	-10%	-2	6%	3%	39%	-5%
COc1ccc2oc(C(=O)NCCc3ccccc3)c(C)c2c1	?	-22%	2%	nt	-12	-2%	?	nt	-11%
CCC(C(=O)OCC(=O)NC(=O)NC(C)(C)C)c1ccccc1 (stereo not given)	-7%	6%	-51%[56.9 µM]	?	0	13%	-19%	2%	-5%
CNC(=O)c1ccc(Nc2nnc(-c3ccc(C)c(S(=O)(=O)NC(C)(C)C)c3)c3ccccc23)cc1	-16%	-9%	40%	76%[activator]	0	0%	10%	28%	nt
Cc1ccc(-n2c(C)cc(C)c(C#N)c2=O)cc1	6%	-21%	14%	-12%	1	0%	3%	17%	-3%
N/C(=N\OC(=O)c1cccs1)C1(c2ccc(Cl)cc2Cl)CC1	0%	0%	-22%	-13%	5	-3%	-16%	-1%	0%
Cc1cccc(-c2nnc(SCC(=O)Nc3nc4c(s3)CCCC4)n2C)c1	38%[activator]	-17%	2%	?	-7	-7%	-4%	-7%	0%
COC(=O)C1=C(C)N(c2ccc(OC)cc2)C(C)=C(C(=O)OC)C1c1ccccc1	?	0%	13%	1%	2	-1%	-15%	40%[activator]	-12%
COc1ccc(/C=N/N=C2\CC3CCC2(C)C3(C)C)cc1O (stereo not given)	0%	-7%	-2%	?	2	2%	-10%	0%	12%
Cc1ccc(C(=O)CSc2nnc(-c3ccccc3N)n2C)cc1	37%[activator]	-12%	6%	-18%	2	-9%	-7%	6%	5%
Oc1c(Br)cc(Br)cc1CNc1ccccn1	-7%	3%	-6%	-2%	-4	17%	-9%	-18%	-2%
COc1ccc(CNC(=O)c2cc(C)nc3ccccc23)cc1OC	?	-12%	4%	1%	7&-8	2%	-18%	10%	-4%
COc1ccc(C)cc1S(=O)(=O)N1CCN(c2cccc(Cl)c2)CC1	-4%	3%	11%	137%[activator]	-7	-2%	-11%	6%	nt
OCCC1CN(Cc2cccn2-c2nccs2)CCN1CCc1ccccc1 (stereo not given)	0%	-5%	4%	-7%	0	9%	-8%	-2%	6%
COc1ccc(-c2nc(CS(=O)(=O)CC(=O)NCCCc3ccccc3)c(C)o2)cc1	2%	-11%	-1%	-9%	-3	6%	-17%	1%	8%
CCC1=Nc2cc(C(=O)NC3CCCC3)ccc2Sc2ccc(Br)cc21	-2%	0%	22%	-9%	-7	-4%	-13%	-9%	nt
CCc1nc(C)cn1S(=O)(=O)c1ccc2c(c1)OCCO2	0%	-8%	6%	nt	-9	11%	-3%	nt	nt
Cn1c(=O)n(C)c2cc(NS(=O)(=O)c3ccccc3[N+](=O)[O-])ccc21	i	-10%	-25%	-6%	-5	13%	-12%	2%	0%
O=C(O)c1cccnc1SC1CC(=O)N(Cc2ccccc2)C1=O (stereo not given)	?	2%	-14%[11.4 µM]	-13%	-5	-5%	-12%	0%	-1%
O=C1CC(c2ccccc2)c2cccc(F)c21 (stereo not given)	0%	-3%	12%	0%	-10	-6%	-4%	-3%	13%
CC(=O)c1ccc(NC(=O)CN2CCN(c3ccccc3)CC2)cc1	11µM*	9%	22%	-8%	0	-3%	6%	45%	5%

Record cards, as listed above.
`Cc1ccc(C(=O)CSc2nnc(-c3ccccc3N)n2C)cc1` is listed as ALOX12 inh = 37%[activator]; Pol kappa inh = -12%; RGS4 inh = 6%; Anesthetic bind = -18%; LDHA block = 2; ERG-DNA inh = -9%; POLH inh = -7%; Pol beta inh = 6%; APE1 inh = 5%
`O=C1CC(c2ccccc2)c2cccc(F)c21` (stereo not given) is listed as ALOX12 inh = 0%; Pol kappa inh = -3%; RGS4 inh = 12%; Anesthetic bind = 0%; LDHA block = -10; ERG-DNA inh = -6%; POLH inh = -4%; Pol beta inh = -3%; APE1 inh = 13%

The list continues:
Molecule	ALOX12 inh	Pol kappa inh	RGS4 inh	Anesthetic bind	LDHA block	ERG-DNA inh	POLH inh	Pol beta inh	APE1 inh
CCSC1=NCCN1C(=O)c1ccc(S(=O)(=O)N(C)C)cc1	2%	0%	-26%	-2%	-7	-13%	-6%	16%	10%
Cc1ccc(NC(=O)NNS(=O)(=O)c2ccc(Br)cc2)cc1	0%	-10%	33%	-3%	-5	5%	7%	20%	17%
O=C(CSc1nccc(=O)[nH]1)NC1CCCc2ccccc21 (stereo not given)	3%	2%	-16%	-1%	-1	4%	-9%	-10%	3%
COCCCN=C1NN=C(c2cc(C)n(Cc3ccco3)c2C)CS1	-20%	-5%	-27%	-14%	0	0%	-15%	39%	-7%
COc1ccc(Br)cc1CN(C)CC(=O)Nc1cccc(S(=O)(=O)N2CCCC2)c1	-31%	-3%	2%	nt	-23	15%	-21%	nt	26%
COC(=O)[C@@H](NC(=O)c1ccccc1)[C@@H](C)O	16%	-5%	20%	2%	3	-3%	2%	81%	15%
CC1=CC(C)(C)N(C(=O)CSc2ncn[nH]2)c2ccccc21	17%	0%	25%	-9%	-11	6%	1%	-1%	6%
CN(Cc1ccc(F)cc1)C(=O)c1cc(COc2ccc(F)cc2F)on1	-3%	6%	27%	-23%	0	-6%	-22%	3%	3%
O=C(CN(C(=O)CCC(=O)Nc1nccs1)c1cccc(F)c1)NCc1ccc2c(c1)OCO2	-17%	-4%	16%	-5%	-5	-3%	3%	-3%	31%
